High-throughput results (PubChem BioAssay)
GBA activity up – enhancers of human beta-glucosidase activity in Gaucher fibroblasts; actives 0.44% (n = 30,000); AID 784; P04062; L444P Gaucher fibroblasts, 4-MU-glucoside fluorescence, 3 days; activation, % at 10 µM; in the data active means activation above about 65%;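 further: 0% = vehicle wells and 100% = positive control wells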
Target sequence (P04062 whole entry L483P): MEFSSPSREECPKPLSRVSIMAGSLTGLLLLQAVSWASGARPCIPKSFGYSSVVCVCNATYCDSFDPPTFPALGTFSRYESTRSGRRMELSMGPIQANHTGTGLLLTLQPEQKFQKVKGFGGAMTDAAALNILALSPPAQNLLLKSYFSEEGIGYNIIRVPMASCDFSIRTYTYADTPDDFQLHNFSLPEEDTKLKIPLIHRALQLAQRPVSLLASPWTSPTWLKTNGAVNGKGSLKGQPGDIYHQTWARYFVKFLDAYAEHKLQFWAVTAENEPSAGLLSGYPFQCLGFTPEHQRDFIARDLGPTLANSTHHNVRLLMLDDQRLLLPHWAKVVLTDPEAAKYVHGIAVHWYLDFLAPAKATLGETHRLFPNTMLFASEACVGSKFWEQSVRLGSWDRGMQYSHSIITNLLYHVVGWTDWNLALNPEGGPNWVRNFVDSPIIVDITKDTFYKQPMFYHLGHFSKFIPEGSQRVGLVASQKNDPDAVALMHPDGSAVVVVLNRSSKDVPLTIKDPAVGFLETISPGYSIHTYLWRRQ
Active calls of the source: *. These rows are one share of the data (hit frequency here may not be typical).

SMILES	GBA activity up
O=C(CN(Cc1ccco1)C(=O)CNS(=O)(=O)c1ccc(F)cc1)NCCc1ccccc1	-12
CCC(C)(C(=O)NC1CCCCC1)N(C(=O)c1cnccn1)c1c(C)n(C)n(-c2ccccc2)c1=O (stereo unspecified)	-9
CCNS(=O)(=O)c1ccc(NC(=O)c2cc(C(F)(F)F)nn2C)cc1	2
CCCn1nnnc1NCc1cccn1C	5
CC(=O)Nc1c(O)nc(SCC(=O)N2CCN(c3ccc(F)cc3)CC2)[nH]c1=O	-5
Cc1noc(C)c1C(=O)NCCCc1ccccc1	-1
CCOC(=O)c1sc(C)c2c1NC1(CCCCC1)NC2=O	-75
CCN(CC)C(=O)c1sc(NC(=O)c2ccco2)c(C#N)c1C	-46
Cn1c(-c2ccccc2)cc2c3no[n+]([O-])c3ccc21	28
CC1CC(C)(C)NC(=O)O1 (stereo unspecified)	24
O=S(=O)(NC1CCCC1)c1cccc(S(=O)(=O)N2CCC(n3nnc4ccccc43)CC2)c1	-16
Cc1ccc(Cn2nc(C)c(NC(=O)c3cc(-c4ccc5c(c4)OCO5)on3)c2C)cc1	-38
C=CCOc1c(Cl)cc(C2NC(=O)NC(C)=C2C(=O)OC)cc1Cl (stereo unspecified)	8
N=c1c(C(=O)NCC2CCCO2)cc2c(=O)n3ccccc3nc2n1Cc1cccnc1 (stereo unspecified)	-14
CCCCCCn1c(SCCC)nc2c1c(=O)[nH]c(=O)n2C	-12
Cc1onc(-c2c(F)cccc2Cl)c1C(=O)Nc1cccc2nsnc12	-56
COc1cc(C(O)P(=O)(OC(C)C)c2ccc(N(C)C)cc2)cc(OC)c1OC (stereo unspecified)	-17
Cc1ccc(CC2(O)CC(C)N(C)CC2C)c(C)c1 (stereo unspecified)	-13
c1ccc(CCc2ccccc2-c2nc(-c3ccccn3)no2)cc1	5
CCCOc1ccc(C(=O)NCCCn2ccnc2)cc1	-13
Cc1cccc(OCC(=O)Nc2ccc3c(c2)OCCO3)c1	9
O=C(CN(Cc1ccc2c(c1)OCO2)C(=O)CNS(=O)(=O)c1ccccc1)NCc1ccco1	-22
C=CCNC(=O)C1CC(=O)N(c2ccc(OCC(=O)Nc3cccc(OC)c3)cc2)C1 (stereo unspecified)	9
CCOC(=O)c1sc(=S)n(-c2cc(OC)ccc2OC)c1N	-6
Cc1nnc(SCC(=O)Nc2ccccc2NC(=O)CSc2nnc(C)s2)s1	-11
Cc1cc(C)cc(Nc2ncc3c(n2)CC(c2ccco2)CC3=O)c1 (stereo unspecified)	6
c1ccc(C(c2nnnn2Cc2cccs2)N2CCN(C3CCCC3)CC2)cc1 (stereo unspecified)	16
CCN(CCCNC(=O)CNC(=O)Cn1cnc2ccccc2c1=O)c1ccccc1	-6
CCN1C(=O)/C(=C2/Sc3ccc(OC)cc3N2C)SC1=Nc1cccc(O)c1	-70
COC(=O)c1cc(OC)c(OC)cc1NC(=O)C1CCCO1 (stereo unspecified)	-7
COc1ccc2c(c1OC)CN(C)CCc1cc3c(cc1C(O)C2)OCO3 (stereo unspecified)	-37
Cc1ccc(S(=O)(=O)N2C(=O)CCC2C(=O)N2CCN(C)CC2)cc1 (stereo unspecified)	-11
Cc1ccc(S(=O)(=O)N(C)c2nonc2C)cc1	-10
O=C(Nc1ccc2c(c1)CCC2)C1CCCO1 (stereo unspecified)	-3
CCC(=O)N1CCc2cc(S(=O)(=O)NCCC(=O)Nc3ccccc3C)ccc21	-10
COc1ccc(CNC(=O)c2cc(-c3cccs3)on2)cc1	-17
CS(=O)(=O)N1CCC(C(=O)Nc2ccc(Cl)c(C(F)(F)F)c2)CC1	-52
O=C(CCN1CCN(c2ccc(Cl)cc2)CC1)Nc1ccccc1F	7
Cc1ccc(NS(=O)(=O)c2cccc(C(=O)O)c2)c(C)c1	-16
CCn1cc(C(=O)OCC(=O)OC2CC(C)CCC2C(C)C)c(=O)c2ccc(C)nc21 (stereo unspecified)	-5

At a glance, 2 of the compounds above.
SMILES	GBA activity up
Cc1ccc(NS(=O)(=O)c2cccc(C(=O)O)c2)c(C)c1	-16
CCn1cc(C(=O)OCC(=O)OC2CC(C)CCC2C(C)C)c(=O)c2ccc(C)nc21 (stereo unspecified)	-5

New compounds follow.
SMILES	GBA activity up
Cc1cc2ccccc2c(=O)n1CC(=O)NCC(=O)N1CCN(c2ccccc2F)CC1	-8
c1ccc(-c2noc(-c3ccc4ccccc4c3)n2)cc1	0
O=C(CCNS(=O)(=O)c1cccs1)NCc1ccco1	-50
Cc1cccc(-n2nnc(C(=O)NCc3ccc4c(c3)OCO4)c2N)c1	-25
O=C(CSc1ccc(-c2ccc(F)cc2)nn1)N1CCCCC1	24
COc1ccccc1NC(=O)C(O)C(O)C(=O)Nc1ccccc1OC (stereo unspecified)	-2
Cc1nonc1NC(=O)CSc1nnc(-c2ccoc2C)n1CC(C)C	-25
COc1cccc(-c2nn(C)c3sc(C(=O)NCc4ccc(C)o4)cc23)c1	-11
O=C(NCc1nnc(SCC(=O)N2CCCC2)o1)c1c(F)cccc1Cl	-10
c1ccc(-c2ccc(OCCOCCn3cncn3)cc2)cc1	-4
O=C(NCCN1CCOCC1)c1cn(CCc2ccccc2)nn1	5
CCOC(=O)c1cccc(NC(=O)c2cnc3ccccc3n2)c1	8
O=C(O)c1ccc2[nH]c3c(c2c1)CSCC3	-8
Cc1cccc2[nH]c(-c3ccc(NC(=O)c4ccco4)cc3)nc12	-3
O=C(Nc1ccc(F)cc1Cl)c1ccc2c(=O)n3c(nc2c1)CCCCC3	1
Cc1ccc(Cn2c(SCC(=O)Nc3cccc(C)n3)nc3c2c(=O)n(C)c(=O)n3C)cc1	-39
COCCCN1C(=O)C(O)=C(C(=O)c2ccc(C)o2)C1c1cccc(Br)c1 (stereo unspecified)	-2
CCn1c(SCC(=O)Nc2cc(NC(C)=O)ccc2OC)nnc1-c1ccncc1	-2
O=S(=O)(c1ccc2c(c1)OCCO2)N1CCN(c2nc3ccccc3s2)CC1	0
COc1ccc(NC(=O)Nc2ccc(N3CCCC3=O)cc2)cc1OC	-12
CCCn1c(Sc2nnnn2-c2ccccc2)n[nH]c1=O	-11
O=C(CSc1nc2[nH]ncc2c(=O)n1-c1ccccc1Br)NCc1ccco1	1
Clc1ccccc1C(c1nnnn1Cc1ccco1)N1CCN(Cc2ccco2)CC1 (stereo unspecified)	-3
Cc1ccc2c(c1C)NC(C)CC2C (stereo unspecified)	-12
CCC(C)(C(=O)NC1CCCC1)N(Cc1ccco1)C(=O)c1ccc2c(c1)OCO2 (stereo unspecified)	-20
Nc1c(N2CCCC2)cc(Cl)c2nonc12	-10
COc1cc2c(cc1OC)C(C(=O)NCc1cccnc1)C(c1cccnc1)N(C)C2=O (stereo unspecified)	3
Cc1cccc(OCCCC(=O)Nc2ccc(S(=O)(=O)Nc3onc(C)c3C)cc2)c1	6
CN(C)S(=O)(=O)c1cccc(C(=O)NCC2CCCO2)c1 (stereo unspecified)	-42
COc1ccc(S(=O)(=O)Nc2cc(C)ccc2OC)cc1C	-10
COc1ccc(-c2nnc(SCCc3ccccc3)n2N)cc1	-15
Cc1cc(Nc2ccc(F)c(Cl)c2)n2ncnc2n1	4
CN(C)CCNC(=O)c1cc2ccccc2oc1=O	6
COc1ccc(OC)c(Nc2ncnc3c2cnn3-c2ccccc2)c1	-14
CC(C)Cc1cc(C(=O)Nc2sc3c(c2C#N)CCCC3)no1	-18
COCCN(C(=O)CNC(=O)c1ccco1)C(C(=O)NC1CCCCC1)c1cccc(OC)c1 (stereo unspecified)	-1
O=C(Cc1ccccc1)N1CCC(C(=O)N2CCN(c3ccc(F)cc3)CC2)CC1	-6
CCn1ccc(=N)cc1	-32
COC(=O)c1ccc(CSc2nc3ccccc3o2)cc1	-5
CCc1cc2c(=O)n(-c3ccccc3)cnc2s1	-15
O=C(NCCN1CCN(Cc2ccccc2)CC1)C1c2ccccc2C(=O)N2CCc3ccccc3C12 (stereo unspecified)	37
CCOC(=O)CSc1cc(C)nc(N)n1	-19
COc1ccccc1CN(Cc1cc2c(C)ccc(C)c2[nH]c1=O)Cc1nnnn1Cc1ccco1	-3
COc1ccc(C(NC(C)=O)c2ccc3cccnc3c2O)c(OC)c1 (stereo unspecified)	-40
COc1ccc(OC)c(S(=O)(=O)N2CCN(C34CC5CC(CC(C5)C3)C4)CC2)c1	-14
Cc1ccc2c(c1)N(CCCC(=O)NCC1COc3ccccc3O1)C(=O)CO2 (stereo unspecified)	-25
CC(=O)c1cccc(NC(=O)C2CCCN(S(=O)(=O)c3ccc(F)cc3)C2)c1 (stereo unspecified)	-57
Cn1c(=O)cc(SCC(=O)N2CCN(Cc3ccc4c(c3)OCO4)CC2)c2ccccc21	-10
CC1(C)CC(NC(=O)C(F)(F)F)CC(C)(C)N1OC(=O)c1ccco1	-1
Cc1ccc(OCCn2c(=O)cnc3ccccc32)cc1	-15

Next entries.
SMILES	GBA activity up
CCOc1ccccc1N1CC(C(=O)Nc2ccc(C(=O)O)cc2)CC1=O (stereo unspecified)	-18
Cn1c(C(=O)NCCC2=CCCCC2)cc2c(=O)n3ccccc3nc21	33
Cc1noc(C)c1S(=O)(=O)N1CCCC(C(=O)Nc2ccc(Cl)cn2)C1 (stereo unspecified)	19
CS(=O)(=O)Nc1ccc(C(=O)NCCSCc2ccco2)cc1	-4
O=C(COC(=O)CN1C(=O)c2ccccc2C1=O)Nc1ncc(Cl)cc1Cl	2
CC(C)(C)NC(=O)C(c1ccco1)N(C(=O)c1csnn1)c1ccccc1 (stereo unspecified)	-29
COc1ccc(-c2nc(C#N)c(NCc3ccc(F)cc3)o2)cc1OC	-18
C=CCN1C(=O)C(O)(CC(=O)c2ccccc2)c2ccccc21 (stereo unspecified)	-10
O=S(=O)(c1ccc(Cl)cc1)N1CCSC1c1ccco1 (stereo unspecified)	-2
COCCCn1c(SCC(=O)Nc2ccc(C(=O)OC)cc2)nc2ccccc2c1=O	-5
COc1ccc(CC(=O)Nc2ccc(-c3nnc(-c4ccc(C)cc4)o3)cc2)cc1	-86
COc1ccc(C(=O)Nc2cccc(C)c2)cc1S(=O)(=O)N1CCOCC1	-12
Cc1ccc(OCCNS(=O)(=O)c2cccs2)cc1	-3
CN1CCN(C(=O)c2c(NC(=O)c3ccco3)sc3c2CCC(C(C)(C)C)C3)CC1 (stereo unspecified)	-14
CCN(CC)C(=O)CSc1nc2ccccc2c(=O)[nH]1	-19
COc1ccc(Cl)cc1NC(=O)CSc1nc(N2CCCCC2)nc(N2CCCCC2)n1	0
CC12CCC(C(=O)N3CCN(Cc4ccccc4)CC3)(OC1=O)C2(C)C (stereo unspecified)	-1
O=C(NCc1ccco1)c1cnccn1	-33
Cc1ccc(-n2c(SCC(=O)NCc3ccco3)nc3sc(C)c(C)c3c2=O)cc1	-20
CC1(CC(=O)O)SC(=O)NC1=O (stereo unspecified)	13
Cc1ccc(C)c(-n2c(N)c(C(N)=O)sc2=S)c1	3
Cc1ccc2cc(CN(CCN3CCOCC3)Cc3nnnn3Cc3ccco3)c(=O)[nH]c2c1C	-4
c1ccc(-c2cnn3nnnc3n2)cc1	-66
COc1ccc(-n2c(C)cc(C(=O)CSc3nn4c(=O)c(C(C)(C)C)nnc4s3)c2C)cc1	23
CCCc1noc(-c2ccc(-c3ccccc3)cc2)n1	6
CCn1c(Cc2ccccc2)nnc1SCC(=O)Nc1nc2ccccc2s1	-2
Cc1cc(C)nc(N2CCC(C(=O)NCC3CCCCC3)CC2)n1	-31
O=C(OCc1ccc2c(c1)OCO2)c1ccc(S(=O)(=O)N2CCCC2)cc1	-11
CCOC(=O)c1c(C)oc2c1c(C=NCC1CCCO1)c(O)c1ccccc12 (stereo unspecified)	4
O=C(OCC(=O)c1ccc(S(=O)(=O)N2CCCC2)cc1)C1=COCCO1	3
Cc1ccc(-n2c(=O)cc(NCc3cccnc3)[nH]c2=O)cc1	0
O=C(C1CCCN(S(=O)(=O)c2cccc3nsnc23)C1)N1CCc2ccccc21 (stereo unspecified)	-5
O=C(Cn1nnc(-c2ccc(CN3CCOCC3)cc2)n1)N1CCCc2ccccc21	4
O=C1c2ccccc2C(=O)N1CCn1c(=O)oc2ccccc21	4
Cc1ccc(S(=O)(=O)NCCNC(=O)c2ccccc2)cc1	-6
COc1ccc(C)cc1NC(=O)c1[nH]c(C)c(C(C)=O)c1C	1
Cn1c(Cc2csc(N)n2)nnc1SC/C=C/c1ccccc1	-10
CN1CCN(C(=O)C2(NC(=O)Nc3cccc(F)c3)CCCCC2)CC1	-20
Cc1ccc(C(=O)NCCCNCCCN(C)C)cn1	-6
CCCCCC(=O)N1CCN(CCN=CC2=C(O)CC(c3ccc(OC)c(OC)c3)CC2=O)CC1 (stereo unspecified)	-13

Nothing new here: an excerpt of the list.
SMILES	GBA activity up
Cc1ccc(C)c(-n2c(N)c(C(N)=O)sc2=S)c1	3
Cc1ccc2cc(CN(CCN3CCOCC3)Cc3nnnn3Cc3ccco3)c(=O)[nH]c2c1C	-4
c1ccc(-c2cnn3nnnc3n2)cc1	-66
COc1ccc(-n2c(C)cc(C(=O)CSc3nn4c(=O)c(C(C)(C)C)nnc4s3)c2C)cc1	23
CCCc1noc(-c2ccc(-c3ccccc3)cc2)n1	6
CCn1c(Cc2ccccc2)nnc1SCC(=O)Nc1nc2ccccc2s1	-2
Cc1cc(C)nc(N2CCC(C(=O)NCC3CCCCC3)CC2)n1	-31
O=C(OCc1ccc2c(c1)OCO2)c1ccc(S(=O)(=O)N2CCCC2)cc1	-11
CCOC(=O)c1c(C)oc2c1c(C=NCC1CCCO1)c(O)c1ccccc12 (stereo unspecified)	4
O=C(OCC(=O)c1ccc(S(=O)(=O)N2CCCC2)cc1)C1=COCCO1	3
Cc1ccc(-n2c(=O)cc(NCc3cccnc3)[nH]c2=O)cc1	0
O=C(C1CCCN(S(=O)(=O)c2cccc3nsnc23)C1)N1CCc2ccccc21 (stereo unspecified)	-5
O=C(Cn1nnc(-c2ccc(CN3CCOCC3)cc2)n1)N1CCCc2ccccc21	4
O=C1c2ccccc2C(=O)N1CCn1c(=O)oc2ccccc21	4
Cc1ccc(S(=O)(=O)NCCNC(=O)c2ccccc2)cc1	-6
COc1ccc(C)cc1NC(=O)c1[nH]c(C)c(C(C)=O)c1C	1
Cn1c(Cc2csc(N)n2)nnc1SC/C=C/c1ccccc1	-10

Next part.
SMILES	GBA activity up
CCn1c(COc2ccccc2C)nnc1SCC(=O)N1CCCCC1	-20
CC(C)NC(=O)c1cc(C(=O)c2cc(Cl)ccc2O)coc1=N	-21
Cc1sc(NC(=O)CSc2nc(N)n(CC(=O)c3ccccc3)n2)c(C#N)c1C	-19
O=C(Nc1cccc(C(F)(F)F)c1)c1cc(S(=O)(=O)N2CCCCC2)ccc1N1CCOCC1	-9
